Bioassay records deposited in PubChem BioAssay by several laboratories.
NR2E3 ag-1: human photoreceptor-specific nuclear receptor agonism; AID 602229; Q9Y5X4; inhibition of corepressor binding, % at 3.98 µM; CHO-S Gal4-NCOR/VP16-NR2E3 two-hybrid, luciferase; 360,000 compounds, 0.35% hits;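 active = inhibition above the mean of all tested compounds plus 3 SD, cut at about 70% in these data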;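 also: 0% = DMSO with NR2E3 transfected cells and 100% = cells lacking NR2E3 construct; higher means lower luciferase signal from less NR2E3 corepressor binding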
Target sequence (Q9Y5X4 whole entry, looked up, the tested form may be a part): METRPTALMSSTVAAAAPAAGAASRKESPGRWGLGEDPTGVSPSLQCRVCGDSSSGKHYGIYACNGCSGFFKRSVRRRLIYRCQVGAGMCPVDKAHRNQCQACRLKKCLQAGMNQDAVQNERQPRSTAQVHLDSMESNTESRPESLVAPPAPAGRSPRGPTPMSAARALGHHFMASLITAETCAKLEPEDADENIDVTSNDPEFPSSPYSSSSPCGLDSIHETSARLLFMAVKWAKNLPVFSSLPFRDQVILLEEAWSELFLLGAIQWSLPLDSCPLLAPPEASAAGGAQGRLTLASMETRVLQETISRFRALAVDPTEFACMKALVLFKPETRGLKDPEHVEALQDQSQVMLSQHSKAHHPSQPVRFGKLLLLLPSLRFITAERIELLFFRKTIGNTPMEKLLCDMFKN
TRPM1 prom inh: inhibitors of MITF-driven TRPM1 promoter in melanoma cells | SK-MEL-5 TRPM1 promoter luciferase, 24 h | inhibition, % at 12.5 µM | 330,000 compounds, 0.83% hits | AID 488899;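 active = mean inhibition across replicates of 60% or more, whatever share of single replicates reaches that level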; also: values of inactives mirror those of a sister screen read the other way
KKLEB cytotox: reduces viability of KKLEB cystic fibrosis airway cells; KKLEB CF airway cells viability, ATPlite luminescence, overnight; active compounds read low; cells stimulated with P. aeruginosa culture filtrate; activity change (cytotoxicity), % at 5 µM; AID 602141; 360,000 compounds, 0.36% hits;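 active = corrected activity change at or below -50% at 5 µM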
C8 TRAIL sens: caspase-8 TRAIL sensitization. 360,000 compounds, 1% hits. inhibition (viability loss, TRAIL sensitization), % at 10 µM. NB7+C8 cells + TRAIL, ATPlite viability luminescence;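 active = compounds causing at least 50% loss of cell viability in the single-dose screen, relative to plate controls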
CF NFkB block: blocks PAF-induced NF-kB reporter in cystic fibrosis cells; 360,000 compounds, 0.86% hits; KKLEB NF-kB-GFP reporter, GFP fluorescence overnight; inhibition, % at 5 µM;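 active = at least 50% inhibition at 5 µM, scaled per plate between neutral and stimulator controls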;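 also: PAF is a Pseudomonas aeruginosa culture filtrate used as stimulus; plate controls were PAF-stimulated DMSO wells for no effect and unstimulated DMSO wells for full effect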
NR2E3 ag-2: activates human photoreceptor nuclear receptor NR2E3. Q9Y5X4. GST-NR2E3/biotin-RetCOR TR-FRET, 1536-well. inhibition of corepressor binding, % at 4.78 µM. 320,000 compounds, 0.12% hits. AID 2300;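 active = percent inhibition above the cutoff of mean plus 3 SD of all tested compounds, set per screening campaign, cut at about 20% in these data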;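 also: 0% = DMSO wells and 100% = biotin wells as full block of FRET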
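Assay system: NR2E3–RetCOR corepressor complex. Quantity: 1.35 nM GST-NR2E3. Buffer or medium: pH 7.5 Tris-based buffer. Reagent: biotinylated RetCOR corepressor at 7 nM final. Schedule: 5 h at 4 °C. Detection: TR-FRET, emission read at 617 and 671 nm. Replicates: one well per compound, singlicate testing.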
LMP1 NFkB inh: inhibitors of Epstein-Barr LMP1-induced NF-kappaB reporter. LMP1-induced NF-kappaB luciferase reporter cells, luminescence. 350,000 compounds, 0.69% hits. inhibition, % at 12.5 µM; in the data active = inhibition above about 41%;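 also: 0% = neutral control wells and 100% = reference inhibitor control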
HIF-2a inh: inhibitors of HIF-2a; 360,000 compounds, 0.72% hits; 786-0 RCC cells HIF-2a reporter, luciferase luminescence, overnight; AID 624352; inhibition, % at 18.8 µM;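 active = inhibition of the luminescence signal of 40% or more relative to plate controls, in a single-dose primary screen at 18.75 µM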
Shn3 inh set2: reduces Shn3 3'UTR luciferase signal in osteoblasts | 360,000 compounds, 0.52% hits | inhibition, % at 12.5 µM | Clone20 osteoblast Shn3 3'UTR firefly luciferase, 24 h | AID 588674;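 active = mean inhibition of at least 75% with every replicate also reaching 75%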;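 also: 0% = median of neutral control wells and 100% = pilot-screen positive control compound; some compounds past the cut are filed as inactive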
Peg3 promoter: reduces Peg3 promoter-driven luciferase expression in HeLa. HeLa PEG-Prom luciferase reporter, luminescence, overnight. inhibition, % at 20 µM. 360,000 compounds, 1.7% hits. AID 588405;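 active = inhibition of at least 50% at 20 µM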
hiPSC survival: increases survival of single human iPS cells. hiPSC single-cell survival, ATPlite luminescence; 100% = ROCK inhibitor wells, 0% = DMSO. survival enhancement, % at 20 µM. AID 602274. 360,000 compounds, 0.044% hits; in the data active = survival enhancement above about 18%;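 also: cells exposed to compounds for 16 hours before the ATP read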
The depositor's hits bear a star; / = no result given.

SMILES	NR2E3 ag-1	TRPM1 prom inh	KKLEB cytotox	C8 TRAIL sens	CF NFkB block	NR2E3 ag-2	LMP1 NFkB inh	HIF-2a inh	Shn3 inh set2	Peg3 promoter	hiPSC survival
CCn1c(CNC(=O)c2ccco2)nnc1SCC(=O)Nc1cccc(F)c1	-2	-2	6	-6	12	3	-3	13	-12	2	2.3
Cc1ccc(-n2c(=O)cc(N3CCN(C(=O)c4ccco4)CC3)[nH]c2=O)cc1	-23	-12	-14	5	7	2	-5	13	3	12	2.4
CC1CCCCN1C(=O)COC(=O)c1cc(Cl)c2c(c1)OCO2 (centres undefined)	-38	-73	-9	-10	-11	/	-33	-146	-119	-176	-0.2
CCN(CC)S(=O)(=O)c1ccc(Cl)c(C(=O)NC2CCN(Cc3ccccc3)CC2)c1	-2	12	19	-6	-13	2	7	8	53	1	-0.1
COc1ccc(S(=O)(=O)Nc2cc(C)cc(C)n2)c2ccccc12	-5	29	0	16	10	3	-14	5	14	13	-1.1
CC(=O)Nc1cccc(NC(=O)c2cccc(-c3ccc(O)cc3)c2)c1	8	9	-9	2	-15	1	-10	-62	-3	-101	0.2
O=S(=O)(c1cccc(Br)c1)N1CCN(CCc2ccccc2)CC1	25	-4	-8	6	6	1	-13	6	5	20	-0.2
O=C(Nc1cc2c(cc1Br)OCCO2)c1cccs1	-108	-45	13	15	-6	2	-31	-204	-84	-285	0.4
N#C/C(C(=O)NCc1ccco1)=C1/SC=C(c2ccccc2)N1c1ccccc1	-1	2	-27	5	21	-2	10	7	11	14	0.3
Cc1ccc(C(=O)NNC(=O)Cn2ccc(C(F)(F)F)n2)o1	20	-5	1	-5	1	-3	4	-4	-13	-19	-0.4
CCCCc1c(O)nc(SCC(=O)N2CCCCCC2)[nH]c1=O	-8	-7	5	1	1	1	0	11	6	-1	0.6
CN(c1ncnc(N)c1[N+](=O)[O-])C1CCS(=O)(=O)C1 (centres undefined)	-32	-37	-14	2	51*	0	16	8	11	-3	1.6
CN1CCN(c2ccc(CNC[C@H]3O[C@@H](n4cnc5c(=O)[nH]c(N)nc54)[C@H](O)[C@@H]3O)c(F)c2)CC1	0	/	-7	-10	0	/	/	10	15	2	-2.5
CCCn1nnc(NC(=O)COc2ccc(C3CCCCC3)cc2)n1	-41	-7	3	-12	-13	4	-8	-18	16	8	0.3
N#CC1=C(N)OC2=C(C(=O)CCC2)C1C1CC=CCC1 (centres undefined)	21	0	1	2	11	0	-6	-5	6	4	0.0
Cc1c(NC(=O)C(C)OC(=O)CC2CC3CCC2C3)c(=O)n(-c2ccccc2)n1C (centres undefined)	-20	1	-8	14	-2	-1	-3	18	-3	10	-0.7
O=C(NCC1CCCO1)c1cc(-c2ccncc2)nc2ccccc12 (centres undefined)	5	6	9	-6	-5	/	-6	8	5	5	-0.4
CCOC(=O)[C@H]1[C@H]2COc3ccc(OC)cc3[C@@H]2N2C(=O)CN(Cc3ccc(OC)cc3)C(=O)[C@@]12C	9	7	2	-2	-12	4	-2	15	7	4	-0.2
COc1ccccc1CNC(=O)COc1ccccc1C	-27	-6	18	-25	-3	/	3	-34	-4	-7	-0.2
O=C(O)COCC(=O)Nc1ccccc1-c1ccccc1	-32	1	3	-11	3	-2	-7	7	-1	12	-2.5
CC(OC(=O)CCC(=O)c1ccc(Cl)s1)C(=O)NC1(C#N)CCCCC1 (centres undefined)	-22	-17	-17	-6	19	24*	0	0	-21	-8	-0.5
Oc1ccc2ccccc2c1C=NCc1ccccc1	-41	17	-10	3	17	-2	-13	21	27	22	-0.5
Cc1ccccc1NC(=O)C1C2CCC(O2)C1C(=O)O (centres undefined)	4	-17	5	-3	0	3	-3	14	-11	13	-3.8
CSc1nnc(C(C)(C)C)c(=O)n1/N=C/c1ccc(Cl)cc1	-8	12	4	2	-4	0	5	9	-5	2	0.3
CNC(=O)CCCCCNS(=O)(=O)c1ccc(C)cc1	5	10	6	3	-6	-1	1	10	-1	15	2.5
CCc1cc(C(=O)N(CC(C)C)c2c(N)n(Cc3ccccc3)c(=O)[nH]c2=O)sc1C	-3	-2	-9	-4	14	-4	-7	9	7	-7	-0.2
COc1ccc(NC(=O)N(C)C[C@H]2OCCCC[C@H](C)Oc3ccc(NS(=O)(=O)c4cn(C)cn4)cc3C(=O)N([C@H](C)CO)C[C@@H]2C)cc1	-10	/	-2	-7	0	/	3	11	-4	-5	4.0
Cc1cccc(C)c1N(CC(=O)N/N=C/c1cc(Br)c(C)o1)S(C)(=O)=O	3	-8	-7	23	-15	-1	-2	9	1	18	-1.5
Cc1ccc2nc(-c3cc(N)cc(N)c3)oc2c1	-42	22	-26	76*	-3	-1	14	62*	36	-122	-6.1
O=C(Nc1cc(C(F)(F)F)ccc1N1CCOCC1)c1ccccc1F	4	-1	-12	10	38	1	4	7	6	10	1.5
COc1ccc(CCNC(=O)COC(=O)Cc2ccc(OC)cc2)cc1	-5	6	-1	10	-14	-2	6	7	6	6	-3.3
CC(CNC(=O)c1ccc(-c2ccccc2)cc1)CN(C)C (centres undefined)	-9	-2	14	2	0	1	-4	-3	-5	9	-0.5
O=C(Nc1ccc2ccccc2c1)/C(=C\c1ccc2c(c1)OCO2)NC(=O)c1ccco1	15	9	19	-3	-36	-1	9	-7	8	-24	-2.3
Cc1ccc(CN2CCN(Cc3ccc(Oc4ncccn4)cc3)CC2CCO)cc1 (centres undefined)	1	13	5	-7	-12	-3	2	4	/	6	-0.6
FC(F)(F)c1ccc(Oc2ccccc2Cl)nc1	3	5	6	1	0	1	1	7	-16	-1	0.2
CNC(=O)c1ccc(-c2cc(C(F)(F)F)nn2C)s1	-102	/	-6	4	8	0	/	-169	/	-142	-0.5
O=C(CN1C(=O)c2ccccc2S1(=O)=O)NCc1ccccc1	-11	-2	0	8	4	5	1	-9	3	3	1.8
CC(C)Nc1ccc(Nc2ccnc3cc4ccccc4cc23)cc1	-24	88*	-21	92*	-179	-5	-143	55*	13	108*	-0.7
O=C(NCC[C@@H]1C[C@@H]2C=C[C@H]1C2)c1cc(COc2ccc(F)cc2F)on1	-7	-31	-2	11	-10	1	-2	-21	15	9	0.0
Cc1ccc(S(=O)(=O)CCN2CCN(c3ccccn3)CC2)cc1	13	15	-27	-2	14	-3	1	7	3	-8	-0.3
COc1ccc(CCNC(=O)CCC(=O)N2CCN(S(=O)(=O)c3ccccc3)CC2)cc1OC	-3	4	7	-3	-13	-4	-4	3	-4	11	-0.8
CCC(=O)Nc1cc(C)c(NC(=O)c2ccco2)cn1	-6	-2	8	2	-12	3	3	1	-3	-3	0.0
Cc1c(C)c2ccc(OS(C)(=O)=O)c(C)c2oc1=O	-6	-9	1	3	4	0	2	-2	-6	-9	-2.1
O=c1[nH]cnc2c1ncn2[C@@H]1C[C@@H](O)[C@H](CO)O1	8	6	9	-18	-34	3	4	3	9	-22	-0.7
Cc1cc(C)n(S(=O)(=O)c2cccc([N+](=O)[O-])c2)n1	0	9	-3	-11	-1	/	7	-1	-1	12	0.5
COc1cccc(CNC(=O)Cn2ccc3cc(S(=O)(=O)N4CCC(C)CC4)ccc32)c1	-26	16	-2	-9	8	3	-2	-8	-1	-1	-0.3
COC(=O)Cc1c(C)c2ccc(OCc3nn[nH]n3)cc2oc1=O	-8	7	-7	1	13	6	9	5	-23	6	0.9
O=[N+]([O-])c1cc(C2Nc3cccc4cccc(c34)N2)ccc1Cl	-35	3	20	20	-20	-2	-13	-4	-27	5	0.5
COc1ccc(Cl)cc1S(=O)(=O)NC(C)C(=O)NCCN1CCOCC1 (centres undefined)	3	1	-7	-7	-8	/	-8	0	8	-3	-0.3
CCN1CCN(c2cc(C(C)(C)C)nc3c(-c4ccccc4)c(C)nn23)CC1	-7	-18	-1	18	-7	5	4	-8	-10	51*	-0.2
CCc1ncc(CN2CCCC(C(=O)Nc3cccc(-c4ccc(F)cc4)c3)C2)cn1 (centres undefined)	-10	-4	-7	10	16	-2	-8	13	20	18	0.5

A run of entries of the results above:
SMILES	NR2E3 ag-1	TRPM1 prom inh	KKLEB cytotox	C8 TRAIL sens	CF NFkB block	NR2E3 ag-2	LMP1 NFkB inh	HIF-2a inh	Shn3 inh set2	Peg3 promoter	hiPSC survival
CCn1c(CNC(=O)c2ccco2)nnc1SCC(=O)Nc1cccc(F)c1	-2	-2	6	-6	12	3	-3	13	-12	2	2.3
Cc1ccc(-n2c(=O)cc(N3CCN(C(=O)c4ccco4)CC3)[nH]c2=O)cc1	-23	-12	-14	5	7	2	-5	13	3	12	2.4
CC1CCCCN1C(=O)COC(=O)c1cc(Cl)c2c(c1)OCO2 (centres undefined)	-38	-73	-9	-10	-11	/	-33	-146	-119	-176	-0.2
CCN(CC)S(=O)(=O)c1ccc(Cl)c(C(=O)NC2CCN(Cc3ccccc3)CC2)c1	-2	12	19	-6	-13	2	7	8	53	1	-0.1
COc1ccc(S(=O)(=O)Nc2cc(C)cc(C)n2)c2ccccc12	-5	29	0	16	10	3	-14	5	14	13	-1.1
CC(=O)Nc1cccc(NC(=O)c2cccc(-c3ccc(O)cc3)c2)c1	8	9	-9	2	-15	1	-10	-62	-3	-101	0.2
O=S(=O)(c1cccc(Br)c1)N1CCN(CCc2ccccc2)CC1	25	-4	-8	6	6	1	-13	6	5	20	-0.2
O=C(Nc1cc2c(cc1Br)OCCO2)c1cccs1	-108	-45	13	15	-6	2	-31	-204	-84	-285	0.4
N#C/C(C(=O)NCc1ccco1)=C1/SC=C(c2ccccc2)N1c1ccccc1	-1	2	-27	5	21	-2	10	7	11	14	0.3
Cc1ccc(C(=O)NNC(=O)Cn2ccc(C(F)(F)F)n2)o1	20	-5	1	-5	1	-3	4	-4	-13	-19	-0.4
CCCCc1c(O)nc(SCC(=O)N2CCCCCC2)[nH]c1=O	-8	-7	5	1	1	1	0	11	6	-1	0.6
CN(c1ncnc(N)c1[N+](=O)[O-])C1CCS(=O)(=O)C1 (centres undefined)	-32	-37	-14	2	51*	0	16	8	11	-3	1.6
CN1CCN(c2ccc(CNC[C@H]3O[C@@H](n4cnc5c(=O)[nH]c(N)nc54)[C@H](O)[C@@H]3O)c(F)c2)CC1	0	/	-7	-10	0	/	/	10	15	2	-2.5
CCCn1nnc(NC(=O)COc2ccc(C3CCCCC3)cc2)n1	-41	-7	3	-12	-13	4	-8	-18	16	8	0.3

Single entries from the results shown:
CF NFkB block, `Cc1c(C)c2ccc(OS(C)(=O)=O)c(C)c2oc1=O` → 4
Peg3 promoter, `COc1cccc(CNC(=O)Cn2ccc3cc(S(=O)(=O)N4CCC(C)CC4)ccc32)c1` → -1

A portion of the library. The share of hits here may be higher or lower than overall.
